# Compound activity (PubChem)
# OX1R antag – blocks the human orexin 1 receptor. O43613. OX1R-expressing cells, FRET antagonist read-out. inhibition, % at 6.6 µM. 330,000 compounds, 1.8% hits; in the data active = inhibition mostly above about 38%, no sharp cut-off; inactive = mostly below about 40%;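 note: 0% = agonist challenge alone and 100% = reference antagonist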
# Target sequence (O43613 whole entry, looked up): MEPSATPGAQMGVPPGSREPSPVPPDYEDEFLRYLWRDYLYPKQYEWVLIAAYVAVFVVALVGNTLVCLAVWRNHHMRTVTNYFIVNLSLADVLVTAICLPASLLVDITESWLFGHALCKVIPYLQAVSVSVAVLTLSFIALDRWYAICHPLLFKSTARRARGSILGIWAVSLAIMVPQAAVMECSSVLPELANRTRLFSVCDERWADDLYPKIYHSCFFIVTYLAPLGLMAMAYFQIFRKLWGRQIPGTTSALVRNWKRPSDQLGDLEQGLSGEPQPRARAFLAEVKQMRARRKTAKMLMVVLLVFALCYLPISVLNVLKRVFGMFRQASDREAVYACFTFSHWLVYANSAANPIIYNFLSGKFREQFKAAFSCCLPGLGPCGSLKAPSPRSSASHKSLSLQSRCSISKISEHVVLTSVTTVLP
# STK33 inh – human STK33 kinase inhibition. 320,000 compounds, 0.073% hits. purified STK33, MBP phosphorylation, ADP-Glo luminescence. inhibition, % at 10 µM;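 active = inhibition at or above 25%, using the most active replicate where run in duplicate; inactive = inhibition below 25%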
# Target sequence (Q9BYT3 whole entry, looked up): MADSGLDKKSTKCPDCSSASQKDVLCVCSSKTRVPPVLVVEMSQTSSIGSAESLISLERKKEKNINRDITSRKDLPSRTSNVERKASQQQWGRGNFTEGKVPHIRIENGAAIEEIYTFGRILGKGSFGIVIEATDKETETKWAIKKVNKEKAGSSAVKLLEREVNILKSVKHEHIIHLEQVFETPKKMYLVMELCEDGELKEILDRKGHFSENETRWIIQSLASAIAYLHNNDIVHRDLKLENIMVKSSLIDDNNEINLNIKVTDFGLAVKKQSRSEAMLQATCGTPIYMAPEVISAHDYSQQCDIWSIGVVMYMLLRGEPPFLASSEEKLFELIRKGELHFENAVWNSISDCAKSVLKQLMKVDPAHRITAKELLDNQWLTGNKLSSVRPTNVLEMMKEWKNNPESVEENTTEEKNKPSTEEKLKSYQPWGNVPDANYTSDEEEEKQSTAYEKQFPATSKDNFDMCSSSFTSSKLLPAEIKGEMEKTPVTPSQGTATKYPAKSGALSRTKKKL
# KCNQ2 inh – KCNQ2 channel blockers in CHO-K1 cells – cell-based, FluxOR thallium flux, B-score, primary screen (AID 2156); 20 min; active compounds read low; B-score at 10 µM; 310,000 compounds, 1.1% hits;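 active = fluorescence ratio B-score at most minus 3 library SDs, with starting brightness B-score within 2 library SDs, cut at about -5.5 in these data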
# Active calls of the source: *; i = inactive; · = not tested or not shown.
SMILES,OX1R antag,STK33 inh,KCNQ2 inh
C=CCN(CC=C)C(=O)c1ccc2nc(Cc3ccc(OC)c(OC)c3)oc2c1,5,-0.9,i
Cn1c(C2CC(=O)N(Cc3ccccc3)C2)nc2ccccc21 (stereo not drawn),-1,-0.1,i
CC(=O)c1cn(CC(=O)Nc2c(C)cccc2C)c2ccccc12,30,-1.2,i
CCCCCSc1nc(N2CCOCC2)c2c(c1C#N)CC(C)(C)OC2,6,-2.1,i
CCOC(=O)c1cn(C2CC2)c2c(F)c(NCCCN(C)C)c(F)cc2c1=O,18,-1.8,i
O=C(c1ccc(Cn2cnnn2)cc1)N1CCCC(Nc2ccc(F)cc2)C1 (stereo not drawn),11,-0.5,i
Cc1ccc2cc(/C=N/Nc3ccc(C(=O)O)cc3)c(Cl)nc2c1,17,0.7,i
C[C@H](CO)N1C[C@H](C)[C@@H](CN(C)Cc2ccncc2)Oc2c(NC(=O)c3ccncc3)cccc2C1=O,0,-0.1,·
Cc1ccc(S(=O)(=O)N(CC(=O)NCCSC2CCCCC2)c2ccccc2F)cc1,12,-1.4,i
Cc1ccc(S(=O)(=O)N2CCN(CC(=O)Nc3ccc([N+](=O)[O-])cc3)CC2)cc1C,37,-0.9,i
O=C(CSc1n[nH]c(=O)[nH]c1=O)c1cccc([N+](=O)[O-])c1,48*,-0.8,i
O=C(Nc1ccccc1-c1ccccc1)c1cccc(C(F)(F)F)c1,26,-0.5,i
CN1CCN(CC(O)COC(c2ccc(Cl)cc2)c2ccc(Cl)cc2)CC1 (stereo not drawn),-5,-1.0,i
CCS(=O)(=O)n1nc(-c2ccccc2)nc1SC,6,2.5,i
Cc1ccc(CNC(=O)[C@H](Cc2ccccc2)NC(=O)c2ccco2)cc1,2,0.0,·
Cc1cc(C)n2nc(C(=O)N(C)c3c(N)n(Cc4ccccc4)c(=O)[nH]c3=O)nc2n1,5,-1.3,i
O=C(CSc1nc2c(cnn2-c2ccc(F)cc2)c(=O)[nH]1)Nc1nccs1,6,-0.4,i
COc1ccccc1NC(=O)CCn1c(=S)oc2ccccc21,-6,1.4,i
CCC1(C)Cc2ccccc2-c2[nH]c(=S)[nH]c(=O)c21 (stereo not drawn),-1,-0.1,i
O=C(O)c1ccccc1C(=O)c1ccc(N2CCCC2)c([N+](=O)[O-])c1,21,-1.5,i
C/C(Cl)=C\COc1cc(C)nc2c(Br)cccc12,12,0.4,i
CC(C)COc1ncnc2c1sc1nc3c(cc12)COC(C)(C)C3,3,-0.3,i
O=C(COc1ccc(Cl)cc1)Nc1ccc(NC(=O)c2ccco2)cc1,25,-1.0,i
Cc1ccccc1OCC(=O)N1CCC2(CC1)CC(=O)c1ccccc1O2,18,-3.8,i
O=C(/C=C/c1ccc(F)cc1)Nc1cc(S(=O)(=O)N2CCOCC2)ccc1N1CCCC1,14,-0.1,i

# For reference, five of the compounds above.
SMILES,OX1R antag,STK33 inh,KCNQ2 inh
C=CCN(CC=C)C(=O)c1ccc2nc(Cc3ccc(OC)c(OC)c3)oc2c1,5,-0.9,i
Cn1c(C2CC(=O)N(Cc3ccccc3)C2)nc2ccccc21 (stereo not drawn),-1,-0.1,i
CC(=O)c1cn(CC(=O)Nc2c(C)cccc2C)c2ccccc12,30,-1.2,i
CCCCCSc1nc(N2CCOCC2)c2c(c1C#N)CC(C)(C)OC2,6,-2.1,i
CCOC(=O)c1cn(C2CC2)c2c(F)c(NCCCN(C)C)c(F)cc2c1=O,18,-1.8,i

# Continued:
SMILES,OX1R antag,STK33 inh,KCNQ2 inh
COc1ccc(C2C(C(C)=O)=C(O)C(=O)N2C)c(OC)c1 (stereo not drawn),31,-2.1,i
CCOC(=O)c1cc2sc(C)cc2n1CC(=O)Nc1ccc2c(c1)OCCO2,7,-0.1,i
Cc1cc(C(=O)CSc2nc3ccccc3n2C)c(C)n1C,30,2.9,i
CCC1NC(C(=O)O)Cc2c1[nH]c1ccccc21 (stereo not drawn),11,2.6,i
CCOc1ccc(OCCOc2cccc(C(F)(F)F)c2)cc1,15,-0.6,i
COC(=O)c1ccc(N2NC(=O)/C(=C/c3ccc(OC)c(OC)c3)C2=O)cc1,6,-1.5,i
CNC(=O)COC(=O)/C=C/c1c(C)nn(-c2ccccc2)c1C,4,-2.0,i
CN1CCN(C(=O)c2ccc(COc3ccc(C(C)(C)C)cc3)o2)CC1,13,0.6,i
Cc1ccn(C(=O)c2cc3cc(Cl)ccc3oc2=O)n1,16,-0.3,i
CN(c1ccccc1)S(=O)(=O)c1cccc(C(=O)OCC(=O)Nc2ccc3[nH]c(=O)[nH]c3c2)c1,8,0.3,i
O=c1[nH][nH]cc1C=Nc1ccccc1Cl,10,0.5,i
COc1nsnc1NS(=O)(=O)c1ccc(NC(=S)NC(=O)c2ccncc2)cc1,10,2.1,i
CCOC(=O)c1sc2nc3c(cc2c1N)COC(C)(CC)C3 (stereo not drawn),11,0.0,i
CCCCn1c(SCC(=O)Nc2cc(C)on2)nc2cc(S(N)(=O)=O)ccc21,7,0.3,·
Cc1cnc(N2C(=O)c3ccc([N+](=O)[O-])cc3C2=O)s1,52,1.0,i
CCCn1c(=O)c(C(=O)NCc2ccc(OC)c(OC)c2)c(O)c2ccccc21,23,1.8,i
O=C(Cc1ccc(NS(=O)(=O)c2ccc(F)cc2)cc1)NCc1cccnc1,12,-0.5,i
S=c1[nH]c(-c2ccccc2)cn1/N=C/c1ccncc1,9,17,i
Cc1ccc(NC(=O)Cn2c3ccc(F)cc3c3nc4n(c(=O)c32)CCS4)cc1F,4,1.6,i
CC(C)CN(C(=O)CC(C)c1ccccc1)c1c(N)n(Cc2ccccc2)c(=O)[nH]c1=O (stereo not drawn),16,-0.5,i
Cc1ccc2c(c1)N(CC(=O)NCC1CCCO1)C(=O)C(C(C)C)O2 (stereo not drawn),19,0.3,i
Cc1cccc(C)c1NC(=O)c1ccc2c(c1)CCN2S(C)(=O)=O,0,-0.6,i
CCn1c(NC(=O)C(C)C)c2ccccc2nc1=O,13,-1.0,i
O=C(NCc1ccccc1)c1cccc(COc2ccccc2Cl)c1,41,0.2,-12*
COc1ccccc1/C=N\Nc1cc(C)nc(-n2nc(C)cc2C)n1,37,-2.2,i

# Just OX1R antag and STK33 inh, for some of the entries so far:
Compound,OX1R antag,STK33 inh
Cc1ccc2c(c1)N(CC(=O)NCC1CCCO1)C(=O)C(C(C)C)O2 (stereo not drawn),19,0.3
Cc1cccc(C)c1NC(=O)c1ccc2c(c1)CCN2S(C)(=O)=O,0,-0.6
CCn1c(NC(=O)C(C)C)c2ccccc2nc1=O,13,-1.0
O=C(NCc1ccccc1)c1cccc(COc2ccccc2Cl)c1,41,0.2
COc1ccccc1/C=N\Nc1cc(C)nc(-n2nc(C)cc2C)n1,37,-2.2

# Next records follow:
SMILES,OX1R antag,STK33 inh,KCNQ2 inh
O=S(=O)(NCc1ccccc1)c1ccc(F)cc1Br,40,-1.9,i
Cc1cc(OCCOCCNC(C)C)cc(C)c1Cl,8,-0.6,i
CCN(CC)c1ccc(NC(=O)COC(=O)c2cccs2)cc1,9,-0.5,i
O=C1N(c2ccccc2)C[C@@H]2C[C@@H](c3cccs3)N3CCC[C@@]123,7,-0.4,i
O=C(COC(=O)c1ccc(S(=O)(=O)Nc2ccccc2)cc1)NCc1ccco1,6,0.1,i
COc1ccc(C(C)C)cc1S(=O)(=O)N1CCC(C(=O)NCc2cccnc2)CC1,11,-0.4,i
Cc1ccc(C2C3=C(NCCN=C3c3ccccc3)C(=O)N2c2ccccc2)cc1 (stereo not drawn),6,-0.4,i
COc1cc(NC(=O)c2ccccc2)c(OC)cc1NC(=O)CN1C(=O)NC2(CCCCC2C)C1=O (stereo not drawn),4,-0.9,·
Cc1ccc(C(=O)N2CCN(c3ccc(C(F)(F)F)cn3)CC2)o1,5,-0.4,·
Cc1cc(C(=O)OCC(=O)Nc2c(Cl)cccc2C(F)(F)F)c(C)o1,14,-0.6,i
COC(=O)c1ccc(CSc2nc3ccccc3c(=O)n2Cc2ccco2)o1,15,-1.4,i
COc1ccc(C2=NOC(C(=O)Nc3cccnc3Cl)C2)cc1 (stereo not drawn),1,-0.1,i
Cc1ccccc1NC(=O)C1C2CCCCC21 (stereo not drawn),13,-0.2,i
CN(C)Cc1c(O)ccc2c3c(c(=O)oc12)CCCCC3,10,1.1,i
CCCn1c(CN2CCCCC2C)nc2c1c(=O)n(C)c(=O)n2C (stereo not drawn),0,-0.3,i
CCN(CC(=O)NCc1ccc(Cl)cc1)C(=O)c1ccc(C#N)cc1,-14,0.9,i
O=C(Nc1ccccc1Cl)c1ccn[nH]1,12,0.7,i
CC1CCN(Cc2nnc(-c3cccc(Br)c3)o2)CC1,5,-0.4,i
CCN(CC(=O)Nc1ccc(OC)cc1)C(=O)c1ccc2c(=O)n3c(nc2c1)CCC3,0,-0.9,·
Cn1cnnc1SCC(=O)Nc1ccc(F)cc1,-6,-0.4,i
COc1ccc(CCN=C(N)NS(=O)(=O)c2ccc(C)cc2)cc1OC,11,-1.0,i
O=C(CCC1CCCCC1)NCc1cccnc1,7,-0.8,i
COc1cc2c(cc1OC)C(C(=O)N1CCN(c3ccccn3)CC1)C(c1cccs1)N(C)C2=O (stereo not drawn),14,-0.1,i
N/C(Cc1ccc([N+](=O)[O-])cc1)=N\OC(=O)c1ccccc1Br,11,0.5,i
Cc1[nH]ncc1N=Cc1ccc([N+](=O)[O-])cc1,20,1.3,i
# Following part.
SMILES,OX1R antag,STK33 inh,KCNQ2 inh
CNc1cc([N+](=O)[O-])ccc1OCc1ccccc1,4,-0.3,i
CNC(=S)N=Nc1c(O)[nH]c2ccccc12,17,-0.8,i
CCC(C)NC(=O)Nc1ccc2c(c1)N(C)C(=O)c1ccccc1S2 (stereo not drawn),7,-0.1,i
CCOC(=O)c1nn(-c2ccc(Cl)cc2)c2nnc(Cc3ccc(C)cc3)c(=O)n12,7,·,i
CCOC(=O)CCCCC(=O)c1[nH]c(=O)[nH]c1CSc1nc(C)cc(C)n1,6,-0.7,i
COc1ccc2[nH]c(C)c(CCNC(=S)Nc3ccccc3OC)c2c1,27,-1.2,i
COc1ccc(NC(=O)CSc2nnc(-c3cccs3)n2-c2ccccc2)cc1,18,-1.1,i
Cc1occc1C(=O)N/N=C/c1ccc(Br)s1,23,1.5,i
CC1(C)CC(=O)c2cc3c(N)c(C(=O)NCc4ccccc4)sc3nc2C1,29,-0.4,i
CN(C)/C=C1\N=C(c2cccs2)OC1=O,10,-0.7,i
COc1ccc2c(c1)[nH]c1c(=O)n(N)cnc12,21,0.1,i
COc1cc(NC(=O)Cn2cnc3sc(C)c(S(=O)(=O)N4CCN(C)CC4)c3c2=O)cc(OC)c1OC,8,0.5,i
CC(C)(C)OC(=O)N1CCN(C(=O)c2[nH]cnc2C(=O)N[C@@H](Cc2ccccc2)C(=O)OCc2ccccc2)CC1,18,0.7,i
CCN1CCN(c2ccc(S(=O)(=O)N3CCCCC3)cc2NC(=O)Cc2ccccc2F)CC1,7,-2.5,i
Cc1cc2ncn(C(=O)c3ccc(F)cc3)c2cc1C,22,-0.2,i
COc1ccc(CN(C(=O)c2cccs2)c2ccccc2)cc1,26,0.4,i
O=C(C1=C[C@@H](c2coc3ccccc3c2=O)C[C@@H](OCCCCO)O1)N1CCOCC1,24,-0.2,i
CCOC(=O)c1ccc(S(=O)(=O)Nc2ccc(N3CCOCC3)cc2)cc1,33,-0.3,i
CCCCc1nc(NCCNC(=O)c2ccccc2)c(C#N)c2c1CSC(C)(C)C2,7,-1.0,i
Nc1nnc(N2CCCCC2)s1,11,-1.3,i
CCC(CC)C(=O)N1CCN(Cc2ccc3c(c2)OCO3)CC1,25,3.7,i
CCOc1ccccc1NC(=O)NC1(C(=O)N2CCOCC2)CCCCC1,5,0.1,i
COc1ccccc1NC(=O)COC(=O)c1ccccn1,10,-1.1,i
COc1ccc(OCCN2CCN(S(=O)(=O)c3ccccc3C(F)(F)F)CC2)cc1,8,0.3,·
O=C(COc1cccc(F)c1)N[C@@H](Cc1ccccc1)c1nc2ccccc2[nH]1,61*,-1.4,i
# Other records follow:
SMILES,OX1R antag,STK33 inh,KCNQ2 inh
CC(NC(=O)c1cccs1)C(S)c1ccccc1 (stereo not drawn),0,-0.1,-11*
O=S(=O)(NCc1csc(-c2cccs2)n1)c1ccc(Cl)cc1,17,0.1,i
COc1cc2c(cc1OC)CN(C(=O)c1sccc1C)CC2,-3,-1.8,i
COc1ccc(/C=C/C(=O)N(Cc2ccccc2)c2ccccn2)cc1OC,18,0.9,-7.7*
Cc1ccc(SCC(=O)NC(C)(C)C)cc1,11,-0.2,i
Cc1nn(Cc2ccccc2)c(C)c1N,25,-1.5,i
COCCOC(=O)C1=C(C)NC(=O)NC1c1c(Cl)nc2c(C)cccn2c1=O (stereo not drawn),4,-0.5,i
C(=N\N1CCN(C2c3ccccc3-c3ccccc32)CC1)/c1cccs1,9,-0.6,i
CC(=O)Nc1ccc(C(=O)NNC(=O)c2cccs2)cc1,8,-1.9,i
O=C(CS(=O)(=O)c1c[nH]c2ccccc12)Nc1ccc(F)cc1,7,-0.5,i
Cc1ccc(Cl)cc1N1CCN(C(=O)CCCn2c(=O)c3cccn3c3cccnc32)CC1,41,-1.0,i
Cc1ccc(NC(=O)NN(C)c2c(Cl)c(Cl)nn2C)cc1,10,-3.3,i
COc1cc(NC(=O)CSCC(=O)Nc2cc(OC)cc(OC)c2)cc(OC)c1,63*,2.1,i
NS(=O)(=O)c1ccc(CNC(=O)Cc2ccc(S(=O)(=O)N3CCOCC3)s2)cc1,16,·,i
CCOC(=O)/C=C/S(=O)(=O)c1ccc(NC(C)=O)cc1,-3,-3.2,i
CC1CCN(C(=O)c2ccc(Br)c(S(=O)(=O)N3CCOCC3)c2)CC1,18,-1.3,i

# Some of the entries so far, with values under each structure:
# Order of values – OX1R antag | STK33 inh | KCNQ2 inh
COc1ccc(C2C(C(C)=O)=C(O)C(=O)N2C)c(OC)c1 (stereo not drawn)
 : 31 | -2.1 | i
CCOC(=O)c1cc2sc(C)cc2n1CC(=O)Nc1ccc2c(c1)OCCO2
 : 7 | -0.1 | i
Cc1cc(C(=O)CSc2nc3ccccc3n2C)c(C)n1C
 : 30 | 2.9 | i
